KCNQ2 inh = KCNQ2 potassium channel inhibitors, primary screen, cell-based, CHO-K1, FluxOR thallium flux, B-score (AID 2156); 20 min; hits give low values; B-score at 10 µM; actives 1.1% (n = 310,000);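 active = fluorescence ratio B-score at most minus 3 library SDs, with starting brightness B-score within 2 library SDs, cut at about -5.5 in these data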
CHT block = inhibits the human high affinity choline transporter. Q9GZV3. CHT-expressing cells, membrane potential dye, choline response; hits give low values. B-score at 10 µM. actives 0.86% (n = 310,000). AID 488975;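 active = B-score over 3 SD under the library average, and starting fluorescence ratio not unusually high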;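 note: choline stimulus applied at its EC90 after an EC20 pre-addition; B-score computed on integrated fluorescence ratio after choline addition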
Target sequence (Q9GZV3 whole entry, looked up): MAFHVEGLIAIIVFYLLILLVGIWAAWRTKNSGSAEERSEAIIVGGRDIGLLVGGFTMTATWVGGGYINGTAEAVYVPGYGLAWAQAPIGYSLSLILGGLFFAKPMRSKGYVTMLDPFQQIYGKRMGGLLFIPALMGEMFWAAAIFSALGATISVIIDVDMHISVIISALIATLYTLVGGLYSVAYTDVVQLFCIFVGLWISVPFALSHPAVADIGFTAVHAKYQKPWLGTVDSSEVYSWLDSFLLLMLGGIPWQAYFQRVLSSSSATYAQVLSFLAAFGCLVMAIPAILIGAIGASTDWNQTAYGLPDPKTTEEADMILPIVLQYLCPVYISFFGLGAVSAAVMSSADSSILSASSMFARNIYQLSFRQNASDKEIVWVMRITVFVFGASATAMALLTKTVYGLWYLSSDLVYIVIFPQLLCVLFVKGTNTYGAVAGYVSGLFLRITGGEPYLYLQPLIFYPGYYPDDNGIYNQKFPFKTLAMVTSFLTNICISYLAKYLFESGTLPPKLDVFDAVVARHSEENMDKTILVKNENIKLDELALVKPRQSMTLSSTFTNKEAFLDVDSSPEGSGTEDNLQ
The depositor's hits bear a star; i = inactive; . = not tested or not shown.

CHT block	KCNQ2 inh	SMILES
i	i	CCc1ccc(OCCNC(=O)c2cc(SC)ccc2Cl)cc1
i	i	CC1(C)CC(C(CC(=O)O)c2ccccc2)CCO1 (configuration not stated)
i	i	CCC(=O)NC(=S)NNC(=O)c1ccccc1[N+](=O)[O-]
i	i	N/C(=N\OC(=O)CCC1CCCC1)c1ccc([N+](=O)[O-])cc1
i	i	CN(CC(=O)Nc1c(Cl)cccc1Cl)C(=O)c1ccncc1
i	i	Oc1ccc(N2CCN(C(=S)NCc3ccccc3)CC2)cc1
i	i	O=C(C1CC(=O)N(c2ccccc2)C1)N1CCN(c2ccccc2F)CC1 (configuration not stated)
i	i	CCOc1ccc(N/N=C(/C#N)C(N)=O)cc1
i	i	COc1cc(OC)c(C(=O)O/N=C(\N)c2ccc(C)cc2)cc1OC
i	i	CN(c1ccccc1C(N)=O)S(=O)(=O)c1ccccc1
i	i	CCOc1cc(S(=O)(=O)n2nc(C)cc2C)ccc1F
i	i	CC(C)(O)C#Cc1ccc(C(=O)N2CCC(C(N)=O)(N3CCCCC3)CC2)cc1
i	.	COc1ccc2oc(=O)c(-c3nc(C)cs3)cc2c1
i	i	COc1ccccc1C(=O)N1CCNC(=O)C1CC(=O)Nc1cccc(C)c1 (configuration not stated)
i	i	C#CCNC(=O)C1=C[C@H](C(C)(C)C)C[C@H](OCc2ccc(CO)cc2)O1

CHT block	KCNQ2 inh	SMILES
i	i	Clc1ccc(OCc2nn3c(-c4ccncc4)nnc3s2)cc1
i	i	CN1/C(=C\C(=O)COC(=O)CNC(=O)c2ccc3ccccc3c2)C(C)(C)c2ccccc21
i	i	O=S(=O)(c1ccc2nc(-c3ccccc3)[nH]c2c1)N1CCN(c2cccc(Cl)c2)CC1
i	i	Cc1[nH]c(C)c(S(=O)(=O)NCCc2ccccc2)c1C(=O)N1CCCC1
i	i	Cc1cccc(N=Nc2ccc(O)c3ncccc23)c1
i	i	CCCNC(=O)Cc1c(OC)ccc2cc(Br)ccc12
i	i	Cc1cc(-c2n[nH]c(=S)n2CC(C)C)cs1
i	i	CC1CCCN(C(=O)CSc2nnc3n(C4CCCC4)c(=O)c4ccccc4n23)C1 (configuration not stated)
i	i	COc1ccc(C(=O)Nc2cc(C)on2)cc1[N+](=O)[O-]
i	i	CN1CCN(C2=C(Cl)C(=O)N(C3CCCCC3)C2=O)CC1
i	i	CSc1nc2sc3c(c2c(=O)n1C)CCCC3
i	i	CCCS(=O)(=O)C/C(N)=N/OC(=O)c1ccc(Cl)cc1
i	i	O=C(CC1Sc2ccccc2NC1=O)NCc1ccccc1 (configuration not stated)
i	i	CCOc1ccc(S(=O)(=O)NCc2ccccc2Cl)cc1C(N)=O
i	i	CCCCNC(=O)C(CC)Sc1nc2sc(C(=O)OC)c(C)c2c(=O)n1N (configuration not stated)

CHT block	KCNQ2 inh	SMILES
i	i	CCN(CC)C1CCN(C(=O)CCc2nnc(CCCCc3ccccc3)o2)C1 (configuration not stated)
i	i	CC1Oc2ccccc2N(CC(=O)Nc2ccc3c(c2)OCO3)C1=O (configuration not stated)
i	i	CCC(C)C(NC(=O)/C(=C\c1ccccc1)NC(=O)c1ccc(OC)cc1)C(=O)O (configuration not stated)
i	i	COc1cc(OC)cc(C(=O)NC(=S)Nc2ccc(Cl)c(C(=O)O)c2)c1
i	i	S=C1NCN(Cc2ccco2)CN1c1ccccc1
i	i	O=C(OCc1nc2scc(-c3ccccc3)c2c(=O)[nH]1)c1cccc([N+](=O)[O-])c1
i	i	CCCCn1c(N)c(N(CCOC)C(=O)CCNC(=O)c2ccc(Br)cc2)c(=O)[nH]c1=O
i	i	O=C(C1CC1)N1CCc2cc(S(=O)(=O)N3CCOCC3)ccc21
i	.	CCN(Cc1nc2ccccc2c(=O)[nH]1)Cc1cc(=O)oc2cc(OC)ccc12
i	i	CCCN(CC(=O)Nc1ccccc1OC)C(=O)c1cnc(Cl)c(Cl)c1
i	i	COc1ccc(C(=O)NC2CCN(C(=S)Nc3ccc(C)cc3)CC2)cc1
i	.	COc1cc(OC)cc(-c2cc3nc(C)c(CCC(=O)O)c(C)n3n2)c1
i	i	CC(=O)NC(CCS(C)(=O)=O)C(=O)Nc1cccc(C)c1 (configuration not stated)
i	i	COc1ccc(-n2c(Cc3cccn3C)nnc2SCC(=O)Nc2ccccc2F)cc1
i	i	CN(CCCN1CCCCC1)C(=O)CCc1nnc(C2CCCCC2)o1

Structural class: the entries above with fluorine.
CHT block	KCNQ2 inh	SMILES
i	i	O=C(C1CC(=O)N(c2ccccc2)C1)N1CCN(c2ccccc2F)CC1 (configuration not stated)
i	i	CCOc1cc(S(=O)(=O)n2nc(C)cc2C)ccc1F
i	i	COc1ccc(-n2c(Cc3cccn3C)nnc2SCC(=O)Nc2ccccc2F)cc1

Later entries:
CHT block	KCNQ2 inh	SMILES
i	i	CCOc1ccccc1CNC(=O)c1cc2occc2n1C
-9.6*	i	CC1CCN(S(=O)(=O)c2nnc(NC(=O)c3cccc([N+](=O)[O-])c3)s2)CC1
i	i	Cc1ccc(S(=O)(=O)NN2C(=O)/C(=C/c3ccc(F)cc3)SC2=S)cc1
i	i	O=c1[nH]c(C2CCCN(S(=O)(=O)c3cccc(Cl)c3)C2)nc2c1nnn2Cc1ccc2c(c1)OCCO2 (configuration not stated)
i	i	O=C(Nc1ccccc1)Nc1nnc(CSCc2ccccc2Cl)s1
i	i	Cc1ncsc1C(=O)NCc1ccc(N2CCCC2=O)cc1
i	i	CC(=Nc1ccccc1)C1=C(O)CC(C)(C)CC1=O
i	i	COc1ccc(N2CCN(C(=O)CSc3nnc(-c4ccco4)n3C)CC2)cc1
i	i	COc1ccccc1NS(=O)(=O)c1cccc(C(=O)N/N=C/c2ccc(N3CCOCC3)cc2)c1
i	i	Cc1cc(C)nc(OC(C(=O)O)C(OCCc2ccccc2)(c2ccccc2)c2ccccc2)n1 (configuration not stated)
i	i	O=C(N1CCCCC1)C1(c2ccccc2)CCCCC1
i	i	COc1ccccc1N1C(=O)c2cccc3c(N(C)CCO)ccc(c23)C1=O
i	i	O=[N+]([O-])c1cc(Cl)ccc1Sc1ccccn1
i	i	O=C(Nc1cccc2ncccc12)c1ccc(OCc2ccccc2)cc1
i	i	Cc1cccc(N(CC(=O)NC(C)(C)C)C(=O)CCC(=O)Nc2ccccn2)c1

CHT block	KCNQ2 inh	SMILES
i	i	COc1ccccc1CNC(=O)C(C)Sc1ccc(C)cc1 (configuration not stated)
i	i	CC1C/C(=N\NC(=S)NC(C)C)CC(C)(C)C1 (configuration not stated)
i	i	CC(C)(C)n1nc2c(c1NC(=O)c1ccc(Br)o1)CS(=O)C2 (configuration not stated)
i	i	COc1cc(-c2nnc(SCc3c(F)cccc3Cl)o2)cc(OC)c1OC
i	i	COc1ccc(Cl)cc1NC(=O)NCCCl
i	i	COc1ccc(NC(=O)CS(=O)(=O)c2ccc(C)cc2)c(OC)c1
i	i	CN1CCC(NC(=O)c2ccncc2)CC1
i	i	O=[N+]([O-])c1ccc(Oc2cccnc2)nc1
i	i	CCOC(=O)c1ccc(NC(=O)CSc2ccc(-c3ccncc3)nn2)cc1
i	i	O=C(CC12CC3CC(CC(C3)C1)C2)N/N=C\c1ccc[nH]1
i	i	CCOC(=O)c1ccccc1NC(=O)c1c(F)c(F)c(F)c(F)c1F
i	i	CC(=O)Nc1ccc(N2CCN(C(C)=O)CC2)cc1
i	i	CC(C)CNC(=O)COC(=O)c1c2c(nc3ccccc13)CCC2
i	i	COc1cccc(OC)c1C(=O)Nc1ccc(N2CCCC2)cc1
i	i	Cc1cc(C)nc(SC2CCOC2=O)n1 (configuration not stated)

A different layout for 3 compounds above.
Structure: COc1ccccc1CNC(=O)C(C)Sc1ccc(C)cc1 (configuration not stated)
  CHT block = i; KCNQ2 inh = i
Structure: CCOC(=O)c1ccc(NC(=O)CSc2ccc(-c3ccncc3)nn2)cc1
  CHT block = i; KCNQ2 inh = i
Structure: O=C(CC12CC3CC(CC(C3)C1)C2)N/N=C\c1ccc[nH]1
  CHT block = i; KCNQ2 inh = i

Next part.
CHT block	KCNQ2 inh	SMILES
i	i	Cc1ccc(N2CCN(S(=O)(=O)c3c(C)noc3C)CC2C)cc1 (configuration not stated)
i	i	COC(=O)C1C(=O)C=C(Nc2ccc(F)cc2F)CC1c1ccccc1 (configuration not stated)
i	i	O=C(Nc1ccc(Cl)c(Cl)c1)c1ccccc1NC(=O)C1CC=CCC1C(=O)O (configuration not stated)
i	i	Cc1c(NC(=O)COC(=O)c2cc(-c3ccc(-c4ccccc4)cc3)nc3ccccc23)c(=O)n(-c2ccccc2)n1C
i	i	O=C(CSc1nc(=O)n2ccccc2n1)NCc1ccccc1
i	i	Cc1occc1C(=O)N1CCN(c2ccc(Cl)c(Cl)c2)CC1
i	i	CC1CC(C)CN(C2CCN(Cc3cccnc3)CC2)C1 (configuration not stated)
i	i	Clc1ccccc1-c1csc(Nc2cccnc2)n1
i	i	O=c1oc2ccccc2c(N2CCOCC2)c1[N+](=O)[O-]
i	i	Cc1onc(-c2ccccc2)c1C(=O)Nc1cccnc1
i	i	COc1cc(NC(=O)CCn2c(=S)oc3ccccc32)cc(OC)c1OC
i	i	CCCC1Cc2nc(Cl)c(C#N)cc2CO1 (configuration not stated)
i	i	O=C(O)CCc1nn2cnc3sc4c(c3c2nc1=O)CCCC4
i	i	COCCCNC(=O)CN1CCN(Cc2ccc(Cl)cc2)C1=O
i	i	CCn1c(N)c(C(N)=O)sc1=S

CHT block	KCNQ2 inh	SMILES
i	i	Nc1ncnc(Nc2ccc(F)cc2)n1
i	i	CN1C(=O)CC(c2ccco2)Sc2ccccc21 (configuration not stated)
i	i	CC(=O)Nc1ccc(C(=O)OCC(=O)N(C)C2CCCCC2)cc1
i	i	CC1CCc2nc(NC(=O)c3cc(C(C)(C)C)nn3C)sc2C1 (configuration not stated)
i	i	Cc1cccc(NC(=S)NC(=O)/C=C/c2ccccc2)n1
i	i	CCCn1nc(C(=O)N2CCCc3ccccc32)c2ccccc2c1=O
i	i	COc1ccc2c(C)cc(SCn3nnc4ccccc4c3=O)nc2c1
i	i	C=CCNC(=O)c1onc(CCl)c1C(=O)OC
i	i	CN1CCN(C(N)=NC(=O)c2ccccc2)CC1
i	i	CC1(c2ccccc2)NC(=O)N(CC(=O)N2CCN(S(=O)(=O)c3cccc([N+](=O)[O-])c3)CC2)C1=O (configuration not stated)
i	i	CC(/C=C/c1ccccc1)=N\Nc1nc(C)cc(C)n1
i	i	CC(OC(=O)CSc1ccc([N+](=O)[O-])cc1)C(=O)NCc1ccco1 (configuration not stated)
i	i	C/C(=N\NC(=O)COc1ccc(C(C)(C)C)cc1)c1ccc(N2CCOCC2)cc1
i	i	Cc1cc(C)n(CC(=O)NCCC2=CCCCC2)n1
i	i	COc1cccc(OCC(=O)O/N=C(\N)c2ccc(OC)c(OC)c2)c1

CHT block	KCNQ2 inh	SMILES
i	i	CCC(Sc1nc(=O)cc(N)n1-c1cccc(C)c1)C(=O)Nc1cc(C)on1 (configuration not stated)
-11*	i	COc1ccc(C(=O)NCc2cnn(C)c2C)cc1OC1CCN(C(C)C)CC1
i	i	CCCCN(C(=O)CSc1nncn1-c1ccccc1OC)c1c(N)n(Cc2ccccc2)c(=O)[nH]c1=O
i	i	Cc1ccc(CC2S/C(=C(/C#N)C(=O)N3CCOCC3)N(c3ccccc3)C2=O)cc1 (configuration not stated)
i	i	O=C(C[n+]1ccc(CCSc2ccc(F)cc2)cc1)c1ccccc1
i	i	Nc1ccccc1SCc1csc(-c2ccc(Cl)cc2)n1
i	i	CC1CCCCC12NC(=O)N(CC(=O)NCCc1ccccn1)C2=O (configuration not stated)
i	i	CC(C)c1noc2ncc(C(=O)c3cc(Cl)cc(Cl)c3O)cc12
i	i	COc1ccc(S(=O)(=O)N(C)c2ccc(C(=O)NC3CC3)cc2)cc1
i	i	Cc1nc2ccccc2n1Cc1ccc(Br)cc1
i	i	COc1cc(C(=S)N2CCOCC2)ccc1OS(=O)(=O)c1ccc(NC(C)=O)cc1
i	i	Nc1[nH]ncc1-c1ccc(Cl)cc1
i	i	Cc1ccc(-c2nc(NC(=O)c3ccc(S(=O)(=O)N(CCC#N)CCC#N)cc3)sc2-c2ccccc2)cc1
i	i	COc1cccc(Cc2n[nH]c(=S)n2Cc2ccco2)c1
i	i	Cc1cccc(C)c1-n1ncc(C(=O)NC2CCCC2)c1C1CCNCC1

CHT block	KCNQ2 inh	SMILES
i	i	O=C(NCc1ccccc1Cl)c1ccc2c(c1)OCO2
i	i	COc1ccccc1N(CC(=O)NCCc1ccccc1)S(C)(=O)=O
i	i	COC(=O)c1ccccc1NC(=O)Cn1c(=O)n(CCC(=O)NC2CCN(Cc3ccccc3)CC2)c(=O)c2ccccc21
i	i	COC(=O)NC(=S)Nc1ccc(Oc2ccc(Cl)cc2Cl)c(Cl)c1
i	.	Cn1c(Cn2c(=O)sc3ccccc32)nnc1SCC(=O)NCc1ccccc1
i	i	CC(=O)N1CCN(C(=O)c2ccc(-c3cccc(C(F)(F)F)c3)o2)CC1
i	i	Cc1sc2ncnc(N3CCN(S(=O)(=O)c4ccc(Br)cc4)CC3)c2c1C
i	i	Cc1ccc(-n2ncc3c2CC(C)(C)CC3NC(=O)CCc2c(C)noc2C)cc1 (configuration not stated)
i	i	CNc1oc(-c2ccccc2Cl)nc1P(=O)(c1ccccc1)c1ccccc1
i	i	O=C(CN1CCC(O)(c2ccc3c(c2)OCO3)CC1)NC1CCCCC1
i	i	CN(Cc1c(C(=O)N/N=C/c2cccc(O)c2)nnn1-c1nonc1N)c1ccccc1

Some of these compounds in order of number of heavy atoms, ascending.
CHT block	KCNQ2 inh	SMILES
i	i	O=C(NCc1ccccc1Cl)c1ccc2c(c1)OCO2
i	i	CC(=O)N1CCN(C(=O)c2ccc(-c3cccc(C(F)(F)F)c3)o2)CC1
i	i	COC(=O)c1ccccc1NC(=O)Cn1c(=O)n(CCC(=O)NC2CCN(Cc3ccccc3)CC2)c(=O)c2ccccc21
